Compound activity (PubChem)
Pax4 gene expression: activators of Pax4 gene expression, primary screen, RT-PCR, mouse alpha TC1 cells, single point (AID 1053180). 0.2% of 9,600 active. activation, % at 10 µM. mouse alpha TC1 cells, Pax4 mRNA qPCR, 6 days; hits give high values; 100% = Pax4 plasmid added at qPCR;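 active = highest normalized replicate activity of 15 or more, or at least half the replicates reach 15 or more; inactive = neither condition met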;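 note: pax4 Ct normalized to GAPDH with activation seen as lower delta delta Ct; plate controls were plate neutral control wells for no effect and Pax4 plasmid positive control for full effect; each compound tested in two replicate wells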
YAP1 CTGF inhibition: YAP1 pathway inhibitors via CTGF transcript, primary screen, DLD1 colon cancer cells, RT-qPCR, single point (AID 743449); DLD1 CTGF mRNA qPCR, 24 h; hits give high values; inhibition, % at 12.5 µM; 0.9% of 9,900 active;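 active = mean normalized replicate activity at least 50 and at least half of replicates each reaching 50; inconclusive = only one of the two criteria met; inactive = neither criterion met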;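 note: 0% = neutral control wells and 100% = dasatinib control wells; higher means stronger suppression of CTGF expression like dasatinib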
Starred values were filed as active, the others as inactive; u = inconclusive; x = not tested or not shown. Only part of the results is shown; count on the stated rates, not on these rows.

Sample of the layout (7 entries):
SMILES | Pax4 gene expression | YAP1 CTGF inhibition
C[C@@H]1CCCCO[C@H](CN(C)C(=O)CCCN(C)C)[C@@H](C)CN([C@@H](C)CO)C(=O)c2cc(NC(=O)Nc3ccc4c(c3)OCO4)ccc2O1 | 0.0 | u
Cc1ccc(S(=O)(=O)N[C@H]2C=C[C@H](CC(=O)NCc3ccc(Cl)c(Cl)c3)O[C@@H]2CO)cc1 | 0.0 | -5
COc1cccc(C#Cc2ccc([C@@H]3[C@@H](CO)N(C(=O)c4ccccn4)[C@H]3C#N)cc2)c1 | 0.0 | -103
CN1C(=O)c2cc(NC(=O)Nc3ccccc3Cl)ccc2OC[C@@H]2O[C@@H](CC(=O)NCCCN3CCOCC3)CC[C@@H]21 | 0.0 | -2
O=C(N[C@H]1CC[C@H](CCNS(=O)(=O)c2ccc(F)cc2)O[C@H]1CO)C1CCC1 | 0.0 | -10
C/C=C/c1cccc(-c2nc(C(=O)NC3Cc4ccccc4C3)cc3c2[C@H](CCO)N(C(C)=O)C3)c1 | 0.0 | -34
COc1ccc(S(=O)(=O)N2C[C@@H](O)COC[C@@H]3O[C@@H](CC(=O)N[C@@H]4CCN(Cc5ccccc5)C4)CC[C@H]32)cc1 | 0.0 | 21

This part in full, from the start:
SMILES | Pax4 gene expression | YAP1 CTGF inhibition
C[C@@H]1CCCCO[C@H](CN(C)C(=O)CCCN(C)C)[C@@H](C)CN([C@@H](C)CO)C(=O)c2cc(NC(=O)Nc3ccc4c(c3)OCO4)ccc2O1 | 0.0 | u
Cc1ccc(S(=O)(=O)N[C@H]2C=C[C@H](CC(=O)NCc3ccc(Cl)c(Cl)c3)O[C@@H]2CO)cc1 | 0.0 | -5
COc1cccc(C#Cc2ccc([C@@H]3[C@@H](CO)N(C(=O)c4ccccn4)[C@H]3C#N)cc2)c1 | 0.0 | -103
CN1C(=O)c2cc(NC(=O)Nc3ccccc3Cl)ccc2OC[C@@H]2O[C@@H](CC(=O)NCCCN3CCOCC3)CC[C@@H]21 | 0.0 | -2
O=C(N[C@H]1CC[C@H](CCNS(=O)(=O)c2ccc(F)cc2)O[C@H]1CO)C1CCC1 | 0.0 | -10
C/C=C/c1cccc(-c2nc(C(=O)NC3Cc4ccccc4C3)cc3c2[C@H](CCO)N(C(C)=O)C3)c1 | 0.0 | -34
COc1ccc(S(=O)(=O)N2C[C@@H](O)COC[C@@H]3O[C@@H](CC(=O)N[C@@H]4CCN(Cc5ccccc5)C4)CC[C@H]32)cc1 | 0.0 | 21
C[C@H](NC(=O)C[C@H]1CC[C@@H]2[C@H](COC[C@@H](O)CN2C(=O)Nc2cccc(Cl)c2)O1)c1ccccc1 | 0.0 | -10
C[C@@H]1CCCCO[C@@H](CN(C)Cc2ccc3c(c2)OCO3)[C@@H](C)CN([C@@H](C)CO)C(=O)c2cc(NS(=O)(=O)c3cn(C)cn3)ccc2O1 | 0.0 | -8
O=C(c1cccnc1)N1CC2(C1)[C@H](c1ccccc1)[C@@H](CO)N2C(=O)CC1CC1 | x | -34
CN(C[C@H]1[C@H](c2ccccc2)[C@@H](CO)N1CC1CC1)C(=O)c1ccc(F)cc1 | 0.0 | 0
CN(C)CCCNC(=O)[C@@H]1[C@@H](CO)[C@@H]2Cn3c(ccc(-c4cccnc4)c3=O)[C@H]1N2C(=O)CC1CC1 | 0.0 | 9
O=S(=O)(c1ccc(F)cc1)N1CCCCN2[C@H](C1)[C@H](c1ccc(-c3cncnc3)cc1)[C@@H]2CO | 0.0 | -41
COCC(=O)Nc1ccc2c(c1)C(=O)N(C)[C@@H]1CC[C@@H](CC(=O)N3CCc4ccccc4C3)O[C@H]1CO2 | 0.0 | -8
O=C(C[C@@H]1CC[C@H]2[C@@H](COC[C@H](O)CN2CCC(F)(F)F)O1)NCC1CC1 | 0.0 | 24
COc1ccc2c3c([nH]c2c1)[C@H](CO)N(Cc1cccnc1)CC31CCN(C(=O)CN(C)C)CC1 | 0.0 | 4
C[C@H]1CN([C@@H](C)CO)C(=O)c2cccc(N(C)C)c2O[C@H]1CN(C)C(=O)Nc1ccc(F)cc1 | 0.0 | 10
O=C(C[C@H]1CC[C@H](NC(=O)c2cccnc2)[C@@H](CO)O1)NCc1ccc(Cl)c(Cl)c1 | 0.0 | -9
C[C@@H]1CN([C@@H](C)CO)C(=O)c2ccccc2-c2ccccc2CO[C@@H]1CN(C)C(=O)c1cc(Cl)cc(Cl)c1 | 0.0 | 23
COCC(=O)N1[C@@H]2c3ccc(-c4ccncc4)c(=O)n3C[C@@H]2[C@@H](CO)[C@@H]1C(=O)Nc1ccccc1 | 0.0 | -14
CC(=O)NC[C@@H]1[C@@H](c2ccc(C#Cc3ccccc3F)cc2)[C@@H](CO)N1C(C)=O | 0.0 | -8
Cc1cccc(-c2ccc([C@H]3[C@@H](CO)N4CCCCN(S(=O)(=O)c5ccccc5F)C[C@@H]34)cc2)c1 | 0.0 | -9
O=C(C1CCCCC1)N1CC(=O)N2[C@H](C1)[C@@H](c1ccc(-c3ccccc3F)cc1)[C@@H]2CO | 0.0 | -31
C[C@@H]1CN([C@@H](C)CO)C(=O)Cc2cc(NC(=O)C3CC3)ccc2O[C@@H]1CN(C)S(=O)(=O)c1cn(C)cn1 | 0.0 | -22
COc1ccccc1NC(=O)N1[C@H](C#N)[C@H](c2ccccc2)[C@H]1CO | 0.0 | 10

(listing goes on)
SMILES | Pax4 gene expression | YAP1 CTGF inhibition
C/C=C/c1ccc([C@H]2[C@H](CO)N3C(=O)CN(C(=O)Nc4ccc(F)cc4)C[C@@H]23)cc1 | 0.0 | -2
CNC[C@@H]1Oc2ccc(NS(=O)(=O)c3ccc(OC)cc3)cc2C(=O)N([C@@H](C)CO)C[C@@H]1C | 0.0 | -6
C[C@H]1CN([C@@H](C)CO)C(=O)c2cccc(NC(=O)Nc3ccc(C(F)(F)F)cc3)c2O[C@H]1CN(C)S(=O)(=O)c1cn(C)cn1 | 0.0 | 29
O=C1CN(S(=O)(=O)c2cccc(F)c2)C[C@@H]2[C@@H](c3ccc(C4=CCCC4)cc3)[C@H](CO)N12 | 0.0 | -7
COCC(=O)N1CCC2(CC1)CN[C@@H](CO)c1c2c2ccc(OC)cc2n1C | 0.0 | -44
CCS(=O)(=O)N1CCCCN2[C@H](C1)[C@@H](c1ccc(C#Cc3ccccn3)cc1)[C@@H]2CO | 0.0 | 5
C[C@@H]1CCCCO[C@H](CN(C)C(=O)Nc2ccc(C(F)(F)F)cc2)[C@@H](C)CN([C@H](C)CO)C(=O)c2cc(NS(=O)(=O)c3cn(C)cn3)ccc2O1 | 0.0 | 6
C[C@@H](NC(=O)C[C@H]1CC[C@H]2[C@@H](COC[C@@H](O)CN2C(=O)Nc2cccc(Cl)c2)O1)c1ccccc1 | 0.0 | -1
O=C(Cc1ccccc1)NC[C@H]1N[C@H](CO)[C@@H]1c1ccc(C2=CCCC2)cc1 | 0.0 | 9
N#C[C@@H]1[C@H](c2ccccc2C2=CCCCC2)[C@H](CO)N1C(=O)c1ccccn1 | 0.0 | 6
COc1cccc(C(=O)Nc2ccc3c(c2)C(=O)N(C)[C@H]2CC[C@@H](CC(=O)N[C@H](C)c4ccccc4)O[C@@H]2CO3)c1 | 0.0 | -28
COc1ccc2c3c(n(C)c2c1)[C@H](CO)N(C(C)=O)CC31CCN(C(=O)Nc2ccccc2F)CC1 | 0.0 | -2
O=C(NC[C@H]1N[C@H](CO)[C@H]1c1ccccc1)c1ccccc1F | 0.0 | 12
COc1ccccc1S(=O)(=O)N[C@@H]1C=C[C@@H](CC(=O)N2CCOCC2)O[C@H]1CO | 0.0 | -14
CCC(=O)N1C[C@@H](O)COC[C@H]2O[C@H](CC(=O)NC)CC[C@@H]21 | 0.0 | -4
COc1ccccc1-c1ccccc1[C@H]1[C@H](C#N)N(C(=O)CN(C)C)[C@H]1CO | 0.0 | -12
O=C(C[C@H]1CC[C@H]2[C@@H](COC[C@H](O)CN2Cc2nccs2)O1)N1CCC(Cc2ccccc2)CC1 | 0.0 | -45
N#C[C@H]1N[C@H](CO)[C@H]1c1ccc(C#Cc2ccccc2F)cc1 | 0.0 | -7
C[C@H]1CCCCO[C@H](CN(C)S(=O)(=O)c2cn(C)cn2)[C@@H](C)CN([C@@H](C)CO)C(=O)c2cc(N(C)C)ccc2O1 | 0.0 | -58
Cc1noc(C)c1S(=O)(=O)N(C)C[C@@H]1OCCCC[C@@H](C)Oc2ccc(NC(=O)CCC(F)(F)F)cc2C(=O)N([C@@H](C)CO)C[C@@H]1C | 0.0 | -28
CO[C@@H]1CN(C)C(=O)c2ccc(NC(C)=O)cc2OC[C@H](C)N(C(=O)c2cnccn2)C[C@@H]1C | 0.0 | -1
CO[C@@H]1CN(C)C(=O)c2ccc(NS(=O)(=O)c3ccc(C)cc3)cc2OC[C@H](C)N(C)C[C@H]1C | 0.0 | -2
O=C1CN(S(=O)(=O)Cc2ccccc2)C[C@H]2[C@@H](c3ccc(C#Cc4ccccc4)cc3)[C@H](CO)N12 | 0.0 | 17
CN1C(=O)c2cc(NC(=O)c3ccc(C(F)(F)F)cc3)ccc2OC[C@@H]2O[C@H](CC(=O)NCc3ccc4c(c3)OCO4)CC[C@H]21 | 0.0 | 29
C[C@@H]1CCCCO[C@H](CN(C)Cc2ccc3c(c2)OCO3)[C@@H](C)CN([C@H](C)CO)C(=O)c2cc(NS(=O)(=O)c3cn(C)cn3)ccc2O1 | 0.0 | -13

Laid out differently: seven of the compounds above.
Fields: Pax4 gene expression | YAP1 CTGF inhibition
> C/C=C/c1ccc([C@H]2[C@H](CO)N3C(=O)CN(C(=O)Nc4ccc(F)cc4)C[C@@H]23)cc1
 : 0.0 | -2
> COc1ccccc1S(=O)(=O)N[C@@H]1C=C[C@@H](CC(=O)N2CCOCC2)O[C@H]1CO
 : 0.0 | -14
> O=C1CN(S(=O)(=O)c2cccc(F)c2)C[C@@H]2[C@@H](c3ccc(C4=CCCC4)cc3)[C@H](CO)N12
 : 0.0 | -7
> O=C(Cc1ccccc1)NC[C@H]1N[C@H](CO)[C@@H]1c1ccc(C2=CCCC2)cc1
 : 0.0 | 9
> C[C@@H]1CCCCO[C@H](CN(C)Cc2ccc3c(c2)OCO3)[C@@H](C)CN([C@H](C)CO)C(=O)c2cc(NS(=O)(=O)c3cn(C)cn3)ccc2O1
 : 0.0 | -13
> Cc1noc(C)c1S(=O)(=O)N(C)C[C@@H]1OCCCC[C@@H](C)Oc2ccc(NC(=O)CCC(F)(F)F)cc2C(=O)N([C@@H](C)CO)C[C@@H]1C
 : 0.0 | -28
> C[C@H]1CN([C@@H](C)CO)C(=O)c2cccc(NC(=O)Nc3ccc(C(F)(F)F)cc3)c2O[C@H]1CN(C)S(=O)(=O)c1cn(C)cn1
 : 0.0 | 29

The list continues.
SMILES | Pax4 gene expression | YAP1 CTGF inhibition
C[C@@H]1CN([C@@H](C)CO)C(=O)c2ccccc2-c2ccccc2CO[C@H]1CN(C)C(=O)[C@@H]1CCCN1C | 0.0 | 8
COc1ccccc1CN1[C@@H](CO)[C@@H]2c3ccccc3N(C(=O)C3CCOCC3)C[C@@H]21 | 0.0 | 11
O=C(NC[C@@H]1[C@@H](c2ccccc2)[C@H](CO)N1C(=O)Cc1ccncc1)C1CCC1 | 0.0 | 16
O=C(Cc1ccncc1)N1CC[C@@H]2[C@H]1c1cc(Br)ccc1N[C@@H]2CO | 0.0 | 28
COc1ccc(CNC(=O)C[C@H]2C[C@@H]3c4cc(N(C)C)ccc4O[C@@H]3[C@@H](CO)O2)cc1 | 0.0 | -6
O=C(c1ccc(F)cc1)N1CC(=O)N2[C@H](C1)[C@@H](c1ccc(C#CCC3CCCC3)cc1)[C@@H]2CO | 0.0 | -3
CN1CCCCN2[C@H](CO)[C@H](c3ccc(-c4ccc(F)cc4)cc3)[C@@H]2C1 | 0.0 | -15
O=C(O)C[C@H]1C=C[C@H](NC(=O)Nc2cc(F)ccc2F)[C@H](CO)O1 | 0.0 | 0
CC(C)NC(=O)N(C)C[C@@H]1Oc2ccc(NC(=O)Cc3ccccc3)cc2CC(=O)N([C@@H](C)CO)C[C@@H]1C | 0.0 | 14
COc1ccc(-c2cn(CC[C@@H]3CC[C@@H](NC(=O)c4cnccn4)[C@@H](CO)O3)nn2)cc1 | 0.0 | 9
COc1cccc(C#Cc2ccc3c(c2)[C@H]2[C@H](CCN2C(=O)c2ccccc2F)[C@H](CO)N3)c1 | 0.0 | -16
CCCNC(=O)N1[C@H](C#N)[C@H](c2ccccc2-c2cccc(C)c2)[C@@H]1CO | 0.0 | 14
CCC(=O)N1[C@@H](CO)[C@@H](c2ccccc2)C12CN(C(=O)c1ccc3c(c1)OCO3)C2 | x | -37
CCC(=O)N1C[C@@H](O)COC[C@H]2O[C@H](CC(=O)NCc3ccc(Oc4ccccc4)cc3)CC[C@@H]21 | 0.0 | 3
CCCNC(=O)N1[C@H](C#N)[C@@H](c2ccc(-c3ccccc3F)cc2)[C@@H]1CO | 0.7 | 25
C[C@H](CO)N1C[C@H](C)[C@@H](CN(C)S(=O)(=O)c2ccc([N+](=O)[O-])cc2)OCc2ccccc2-c2c(n(C)c3ccccc23)C1=O | 0.1 | 64*
